# Assay outcomes as filed in PubChem BioAssay.
# NPC1 prom act = NPC1 promoter activation. Huh7 NPC1 promoter luciferase reporter, 24 h. Potency, µM (series often up to 9.22 µM), for inactives: at the highest dose activation, most hits filed as activators. hit rate 2.4% among 320,000;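 note: potency is the fitted concentration of half-maximal effect; % of control where 0% means no effect; nearly all actives have a fitted effect of over 60% in size; reporter is driven by a mutant NPC1 promoter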
#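 Stable NPC1-promoter luciferase Huh7 line; cpd (DMSO) 24 h, 37 °C, 5% CO2; Amplite luciferase reagent 10 min RT; luminescence readout. qHTS format.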
# Giardia killer = kills Giardia lamblia; Giardia lamblia trophozoite viability; hit rate 0.15% among 340,000; activity change, % at 7.66 µM, hits read low; in the data active = activity change below about -80%; inconclusive = between about -30% and that limit;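 note: parasites exposed to compound for two days anaerobically before the ATP read; % is set by controls: 0 for no effect and ±100 for the full control effect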
#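 Media and compound were dispensed first, then trophozoites at 100 cells/well; plates sat 48 hrs at 37 deg C without oxygen before ATP luminescence reagent was added and read after 15-30 min at room temperature.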
# FLuc modulator = firefly luciferase modulation, counter-screen for miR-21 project | purified FLuc, Km substrates, luminescence inhibition | Potency, µM (doses to about 57.5 µM), for inactives: at the highest dose activity change, negative = inhibition, actives largely listed as inhibitors | hit rate 6.9% among 360,000 | AID 588342;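 note: potency is the fitted concentration of half-maximal effect; plate controls were vehicle for no effect and reference inhibitor for full effect; nearly all actives have a fitted effect of over 55% in size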
#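 Biochemical qHTS of compounds, final roughly 60 µM downward over six points, against 10 nM purified firefly luciferase using Km concentrations of substrates (10 uM D-luciferin, 10 uM ATP) in Tris acetate pH 7.5 buffer; luminescence output.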
# ELG1 genotox = inducers of genotoxicity in HEK293T ELG1-luciferase cells. HEK293T ELG1-luciferase reporter, luminescence, 16 h. Potency, µM (titrated, usually from 46 µM), for the others: at the highest dose activity change, positive = activation, usual class: activators. hit rate 1.3% among 330,000. AID 504466; note: potency is the fitted concentration of half-maximal effect; % of control where 0% means no effect; nearly all actives have a fitted effect of over 60% in size
#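 DMSO vehicle served as control against compound-treated ELG1-luciferase HEK293T cells; exposure lasted 16 hr at 37 °C and 5% CO2, followed by ONE-Glo luminescence detection after 30 min.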
# PKM2 activator = increases activity of human pyruvate kinase M2; Potency, µM (doses to about 57.5 µM), without a hit: at the highest dose activation, most hits filed as activators; purified PKM2, Kinase-Glo ATP luminescence, activation; response scale: 0% is enzyme alone, no compound; AID 1631; hit rate 0.34% among 260,000; P14618; note: potency is the fitted concentration of half-maximal effect; % is set by controls: 0 for no effect and ±100 for the full control effect; nearly all actives have a fitted effect of over 55% in size
# Target sequence (P14618 whole entry, looked up): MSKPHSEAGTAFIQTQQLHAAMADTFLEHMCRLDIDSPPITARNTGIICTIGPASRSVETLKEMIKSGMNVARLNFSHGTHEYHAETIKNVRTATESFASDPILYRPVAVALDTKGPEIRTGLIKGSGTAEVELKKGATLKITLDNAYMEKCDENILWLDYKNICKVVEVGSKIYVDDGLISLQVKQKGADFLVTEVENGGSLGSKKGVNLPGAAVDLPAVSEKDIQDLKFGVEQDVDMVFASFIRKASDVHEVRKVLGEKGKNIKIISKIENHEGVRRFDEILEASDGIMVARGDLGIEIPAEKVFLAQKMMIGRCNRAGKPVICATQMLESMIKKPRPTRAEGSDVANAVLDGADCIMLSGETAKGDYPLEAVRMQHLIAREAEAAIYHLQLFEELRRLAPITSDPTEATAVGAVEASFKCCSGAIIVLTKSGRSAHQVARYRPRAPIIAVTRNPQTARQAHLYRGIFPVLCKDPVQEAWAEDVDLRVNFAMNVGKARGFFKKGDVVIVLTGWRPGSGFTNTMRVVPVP
#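 hPK-M2, >95% pure; 0.1 mM ADP / 0.5 mM PEP final; imidazole pH7.2 buffer w/ 7 mM MgCl2, 50 mM KCl; 1 h RT; Kinase-Glo lum. Intermediate enzyme activity for dual inhibitor/activator qHTS.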
# Gal4-VP16 FLuc = counter-screen for ROR gamma inhibitors: Gal4-VP16 reporter. Drosophila S2 Gal4-VP16 UAS-luciferase, luminescence, 20 h. Potency, µM (series often up to 53.6 µM), without a hit: top-dose activity, negative = inhibition, actives largely listed as inhibitors. hit rate 3.5% among 310,000. AID 2546;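 note: Gal4-VP16 expression switched on by copper sulfate through the metallothionein promoter; potency is the fitted concentration of half-maximal effect; % is set by controls: 0 for no effect and ±100 for the full control effect; nearly all actives have a fitted effect of over 50% in size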
# Menin-MLL TR inh = menin-MLL binding inhibition, Texas Red mutant peptide. AID 1768. O00255. Potency, µM (highest dose often 61.6 µM), inactives show at the top dose FP activity change, negative = inhibition, hits mostly inhibitors. Menin + Texas Red MLL mutant peptide, fluorescence polarization. hit rate 0.23% among 270,000; active = well fitted inhibition curve with a large enough effect in the polarisation, with a control signal flat, not every such curve was filed as active; inconclusive = small, poorly fitted or top-dose-only effect, or effect the other way, or a change in a side signal; inactive = no such curve, though single readings can be large or run the other way; the % refers to the polarisation; note: potency is the fitted concentration of half-maximal effect; % of control where 0% means no effect; many of its hits are not listed in these tables
# p53 reactivator = mutant p53 re-activation in reporter cells | H1299 p53-A138V BP100-luciferase reporter, luminescence, 24 h | Potency, µM (highest dose often 92.2 µM), without a hit: top-dose activity change, positive = activation, most hits filed as activators | hit rate 0.063% among 320,000; note: potency is the fitted concentration of half-maximal effect; % of control where 0% means no effect; nearly all actives have a fitted effect of over 45% in size
#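 H1299 (p53-null), stable ts p53-A138V + BP100-Luc; 1000 cells/well, Opti-MEM/10% FBS; cpd 4 pt, 1:5; 24 h, 37 deg C, 5% CO2; detection reagent 10 min RT; luminescence.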
# RORgamma inh = ROR gamma (mouse) transcription inhibition | Drosophila S2 Gal4-RORgamma UAS-luciferase reporter, 20 h | Potency, µM (titrated, usually from 53.6 µM), for inactives: top-dose activity change, negative = inhibition, hits mostly inhibitors | hit rate 5.4% among 310,000; note: potency is the fitted concentration of half-maximal effect; % is set by controls: 0 for no effect and ±100 for the full control effect; nearly all actives have a fitted effect of over 60% in size
# Target sequence (P51450 whole entry, looked up, the tested form may be a part): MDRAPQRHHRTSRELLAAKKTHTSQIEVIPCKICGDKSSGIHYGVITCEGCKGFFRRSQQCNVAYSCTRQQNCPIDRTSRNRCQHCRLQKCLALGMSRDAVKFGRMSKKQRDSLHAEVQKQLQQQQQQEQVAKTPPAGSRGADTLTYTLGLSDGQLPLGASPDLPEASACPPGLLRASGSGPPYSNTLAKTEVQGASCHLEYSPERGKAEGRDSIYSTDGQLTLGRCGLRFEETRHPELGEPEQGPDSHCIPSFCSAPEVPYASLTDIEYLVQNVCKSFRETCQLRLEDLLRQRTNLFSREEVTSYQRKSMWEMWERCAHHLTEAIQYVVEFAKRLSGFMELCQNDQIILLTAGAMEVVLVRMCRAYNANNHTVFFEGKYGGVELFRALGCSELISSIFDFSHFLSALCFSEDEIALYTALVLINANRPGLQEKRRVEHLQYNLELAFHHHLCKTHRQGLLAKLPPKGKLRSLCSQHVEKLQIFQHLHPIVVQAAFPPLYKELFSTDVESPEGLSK
#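 Stable Schneider cell line, Gal4 DNA-binding domain fused to ROR gamma, UAS-luciferase. Cmpd 1 hr RT → CuSO4 700 uM final → 20 hr RT → luciferase reagent 10 min → luminescence.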
# Rab9 promoter act = activators of Rab9 promoter; Huh7 Rab9 promoter-luciferase reporter, luminescence, 24 h; hit rate 2.8% among 320,000; Potency, µM (highest dose often 9.22 µM), for the others: top-dose activation, negative = inhibition, most hits filed as activators; note: potency is the fitted concentration of half-maximal effect; % of control where 0% means no effect; nearly all actives have a fitted effect of over 60% in size
#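 Cell-based reporter: Huh7 stable for Rab9 promoter-driven luciferase, plated in reduced-serum medium with 10% FBS at 1500 cells/well, compound-treated 24 h at 37 °C, luminescence read after 10 min reagent.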
# BRCA1 expr act = increases BRCA1 expression; MCF7-BRCA1-FFLuc reporter, luminescence, 48 h; response scale: scaled: vehicle 0%, 10 µM genistein 100%; Potency, µM (series often up to 46.1 µM), without a hit: at the top dose activation, usual class: activators; hit rate 1.1% among 380,000; AID 624202; note: potency is the fitted concentration of half-maximal effect; nearly all actives have a fitted effect of over 80% in size; some results filed as inactive show a strong effect at the top dose
#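 Luminescence from a BRCA1-driven firefly luciferase in MCF7 cells was the read-out, taken 15 min after substrate addition following 48 h compound exposure at 37 °C. Data were normalized to a 10 microM genistein control and DMSO vehicle.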
# * = called active by the depositor; ? = inconclusive; . = not tested or not shown; [ ] = dose if it differs, or a comment. Unless noted, calls come from the whole dose curve; as a rule, active = well fitted curve in the direction sought with a large enough effect; inconclusive = small, poorly fitted or top-dose-only effect, or another doubt; inactive = no such curve, though single readings can be large; an effect the other way counts as inactive or inconclusive. Not all compounds are listed (hit frequency here may not be typical).
molecule | RORgamma inh | PKM2 activator | p53 reactivator | Gal4-VP16 FLuc | Giardia killer | BRCA1 expr act | NPC1 prom act | Rab9 promoter act | Menin-MLL TR inh | FLuc modulator | ELG1 genotox
CCOC(=O)c1nc(N/N=C/c2ccccc2)sc1Br | 18µM* | -2% | . | ? | 1 | 33% | 21% | 20% | ? | 7.6µM* | 2%
N#C/C(=C\c1ccccc1)C(=O)NC(=O)Oc1ccccc1 | -3% | 0% | 0% | 1% | -15 | -2% | 1% | 1% | -9% | 2% | 10%
O=C(Nc1ccncc1)c1cccc(S(=O)(=O)N2CCOCC2)c1 | . | . | 6% | . | 6 | 3% | 2% | -3% | . | -21% | 5%
CCN(CC)CCCN1C(=O)C(O)=C(C(=O)c2cc3cccc(OC)c3o2)C1c1ccncc1 (configuration not stated) | -5% | -1% | -1% | -10% | 3 | 8% | -6% | -2% | 20% | 6% | -3%
COC(=O)Cc1c(C)nc2nc(-c3ccc(C)cc3)[nH]n2c1=O | ? | -8% | 7% | -20% | -28 | 27% | 15% | 21% | -9% | 8.5µM* | ?
O=c1oc2ccccc2n1CSc1nc2ccccc2s1 | 2% | 29% | ? | -19% | 7 | 13µM* | 2.8µM* | 4µM* | 23% | 12µM* | ?
CCCCOc1ccc(C(=O)OC(C)CN(C)C)cc1 (configuration not stated) | 2% | 0% | -3% | -4% | -7 | -8% | -4% | 4% | -13% | 7% | -1%
CN(C)S(=O)(=O)c1cccc(C(=O)OCC(=O)NC2CCCc3ccccc32)c1 (configuration not stated) | 35% | -1% | -5% | -6% | 11 | 2% | -2% | 1% | 11% | 9% | -3%
COc1ccc(CCNC(=O)c2ccc(N(C)S(=O)(=O)c3ccc(C)cc3)cc2)cc1 | ? | 10% | -5% | -13% | 5 | -28% | -2% | -4% | 2% | -7% | -7%
Cc1c(O)ccc(C(=O)COc2ccccc2F)c1O | 23% | 6% | 20% | -9% | -5 | -2%[1.84 µM] | 15% | 5% | ? | 21µM* | ?
Cc1cccc(NC(=O)c2cc3c(s2)-c2c(C)cccc2OC3)n1 | 6% | 1% | 21% | 11% | 1 | 57% | ? | ? | . | -16% | ?
COc1cc(C(=S)N2CCOCC2)cc(OC)c1OC(=O)c1ccc(C)cc1 | ? | -4%[11.5 µM] | -2% | -1% | 15 | -2% | -2% | 0% | 3% | 4% | -6%
CSCCC1NC2(C(=O)Nc3c2ccc(Cl)c3C)[C@@H]2C(=O)N(C3CCCC3)C(=O)[C@H]12 (some centres not stated) | 36% | 0% | 6% | -1% | -2 | -34% | -1% | 2% | -10% | 2% | -2%
CC(=O)C1=C(O)C(=O)N(Cc2ccccc2)C1c1ccc(Cl)cc1 (configuration not stated) | -15% | . | 0% | -8% | 6 | -7% | -4% | -4% | -23% | 2% | 0%
CCCCCOC(=O)Nc1ccc(S(=O)(=O)Nn2cnnc2)cc1 | -18% | 4.5µM* | -4% | 6% | 11 | 17% | -1% | -3% | -7% | -12% | -7%
COc1cc(OC)c(C2=NOC(C(=O)NCc3cccs3)C2)cc1Cl (configuration not stated) | 8% | 4% | -1% | -6% | -15 | -16% | -29% | -25% | -26% | -5% | 5%
CCOc1ccc(C(=O)N(Cc2ccccc2)c2cccc(C)c2)cc1OC | 20% | 11% | -7% | 6% | -16 | -39% | 7% | -10% | . | ? | ?
O=C1C2ON(c3ccccc3)C(c3cccnc3)C2C(=O)N1c1ccc(Cl)c(Cl)c1 (configuration not stated) | -9% | 0% | -6% | 3% | 7 | 2% | -4% | 8% | -2% | -1% | -2%
CC(Sc1c[nH]c2ccccc12)C(=O)O (configuration not stated) | 12% | -4% | 0% | 9% | -13 | 14% | -4% | -3% | -3% | -3% | 1%
CC(NC(=O)CN1CCN(c2ccc(Cl)cc2)CC1)c1ccccc1 (configuration not stated) | 5% | -3% | -2% | -12% | 7 | 5% | -3% | 2% | -11% | 1% | -9%
COc1ccc(CN(C(=O)CN2C(=O)COc3ccccc32)C2CCCC2)c(OC)c1 | -9% | -1% | -11% | 17% | -10 | -36% | 0% | -2% | ? | 4% | -4%
COc1ccc(Br)cc1CN(C)C(=O)Cc1ccc(S(=O)(=O)N2CCOCC2)s1 | . | . | -9% | . | -1 | -14% | 1% | 4% | . | -3% | -2%
Cc1c(C)[n+](=O)c(-c2ccc(F)cc2)c(C)n1[O-] | 5% | 1% | 3% | -7% | 13 | 7% | -3% | -3% | 0% | 1% | -1%
Cc1cc(C)nc(-n2nc(C)c3c(C(=O)O)cc(-c4cccc(Br)c4)nc32)n1 | 12% | -3% | 2% | 1% | -2 | -4% | -1% | -6% | . | -2% | 3%
CCc1ccc2nc3sc(C(=O)O)cc3cc2c1 | 31% | 7% | -1% | -12% | ? | 62% | -1% | -5% | ? | 4% | -1%
Cc1cccc(NC(NC(=O)c2cccnc2)C(Cl)(Cl)Cl)c1 (configuration not stated) | 37% | 0% | -2% | -5% | 0 | -6% | -5% | 2% | . | -1% | -2%
Cc1ccc(-c2nnn(CC(=O)N(CCN3CCOCC3)C(C(=O)NC3CCCC3)c3ccncc3)n2)o1 (configuration not stated) | 1% | ? | 1% | -8% | -10 | 4% | -7% | 0% | -9% | -13% | 1%
CC(=O)Nc1nc2ccc(NC(=O)c3ccco3)cc2s1 | 3% | -2% | 6% | 10% | -15 | 11% | 21% | ? | -20% | ? | ?
Oc1c(C(c2ccccc2)N2CCCCC2)sc2ncnn12 (configuration not stated) | 7.9µM* | -18% | 14% | -3% | -10 | 6% | 0% | -3% | 2% | -1% | 4%
Cc1ccccc1-n1c(C)cc(/C=C2/C(=N)N3C(c4ccccc4)=CSC3=NC2=O)c1C | 2% | -3% | 13% | -13% | 31[activator] | 13% | 1% | -3% | -21% | ? | -1%
COc1cc2c(cc1NC(=O)COC(=O)[C@@H](NS(=O)(=O)c1cccc(Cl)c1)C(C)C)oc1ccccc12 | 13µM* | 0% | 5% | 11µM* | 11 | -63% | -1% | -5% | -10% | -2% | 1%
CCc1cc2c(=O)n(CC(=O)NC3CCCCC3)cnc2s1 | 27% | -2% | ? | 0% | 16 | 3% | -1% | 9% | . | -1% | 2%
CCOCCCNC(=O)C1CCN(S(=O)(=O)c2ccc3nc4c(c(C(=O)O)c3c2)CCCCC4)CC1 | -14% | . | 16% | -1% | 7 | -13% | -1% | 1% | 5% | -2% | 0%
COCCNC(=O)/C(C#N)=C/c1ccc(-c2ccc(OC)cc2[N+](=O)[O-])o1 | 29% | 1% | -1% | -6% | -23 | -5% | 2% | -7% | 13% | 3% | 3%
O=C(Nc1sc2c(c1C(=O)O)CCC2)c1cccs1 | 0% | -8% | 23% | 4% | -17 | 3% | 17% | 28% | ? | 17µM* | 8%
CCOc1ccc(CCNC(=O)Cn2ccc3cc(S(=O)(=O)N4CCCC4)ccc32)cc1 | 21% | . | 2% | 0% | 5 | -37% | -1% | -2% | 1% | -4% | -6%
CC(C)C1Nc2ccc(C(=O)O)cc2C2C=CCC21 (configuration not stated) | -4% | -1% | -1% | 4% | 4 | -6% | -3% | 1% | ? | ? | -1%
CS(=O)(=O)Nc1cccc(C2=NN(S(C)(=O)=O)C(c3ccccc3)C2)c1 (configuration not stated) | ? | -6% | 9% | 5% | 2 | 26% | 8% | 22% | 2% | -9% | 0%
Cc1ccc(S(=O)(=O)NC(C)C(=O)Nc2ccc(C(N)=O)cc2)cc1 (configuration not stated) | -10% | -1% | -5% | 5% | 24 | 0% | -2% | 4% | 1% | 5% | 1%
CCCCN(C(=O)CC1CCCCC1)c1c(N)n(CC(C)C)c(=O)[nH]c1=O | . | . | -1% | . | 7 | -12% | -3% | -1% | . | 4% | 2%
CCOC(=O)C(C)Sc1nc2c(c(=O)[nH]c(=O)n2C)n1CCc1ccccc1 (configuration not stated) | 0% | 0% | -3% | -2% | 26 | -13% | 1% | 1% | 2%[11.7 µM] | -1% | -1%
CCOC(=O)CSc1nnc(CNc2cccc(Cl)c2)n1-c1ccccc1 | ? | -1% | 11% | -2% | -6 | 25% | 2% | -2% | 6% | -2%[2.3 µM] | 0%
Cc1ccc(NC(=O)Cn2nnc(C(=O)Nc3ccc(C)c(C)c3)c2N)cc1 | 21%[0.365 µM] | 1% | 2% | . | 9 | 40% | -1% | -3% | -22% | ? | 9%
CC12CCC(=O)N1C(C(=O)OCC(=O)Nc1cc(S(=O)(=O)N3CCCCC3)ccc1Cl)CS2 (configuration not stated) | 45% | -4% | -12% | -4% | -21 | -9% | -3% | 0% | -13% | -2% | 0%
